Tn6 DDE FP: DD(E)-Tn6 binding inhibition, primary FP screen; P02675; Fibrin DD(E) TRITC-Tn6 fluorescence polarization displacement; inhibition, % at 8.3 µM; hit rate 0.21% among 370,000; AID 720509;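 active = inhibition above a per-campaign cutoff: mean of compounds within control limits plus 3 SD, cut at about 15% in these data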;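 also: 0% = median of all compound wells on the plate and 100% = blocking peptide control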
Target sequence (P02675 whole entry, looked up): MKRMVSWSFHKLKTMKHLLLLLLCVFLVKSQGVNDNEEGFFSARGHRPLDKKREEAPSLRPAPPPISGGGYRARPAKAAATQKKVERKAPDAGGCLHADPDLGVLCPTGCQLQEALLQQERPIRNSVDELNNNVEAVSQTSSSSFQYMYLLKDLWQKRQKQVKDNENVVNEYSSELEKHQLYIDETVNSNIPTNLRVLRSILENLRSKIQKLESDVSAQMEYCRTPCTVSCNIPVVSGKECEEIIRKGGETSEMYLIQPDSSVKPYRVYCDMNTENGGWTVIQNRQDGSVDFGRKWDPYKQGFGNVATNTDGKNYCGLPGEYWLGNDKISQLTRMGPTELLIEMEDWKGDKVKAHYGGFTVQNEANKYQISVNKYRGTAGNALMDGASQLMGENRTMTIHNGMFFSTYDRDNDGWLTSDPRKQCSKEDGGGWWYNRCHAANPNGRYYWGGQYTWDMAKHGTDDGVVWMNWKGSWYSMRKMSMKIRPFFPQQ
proKLK7 act: proKLK7 (human) activation, primary screen. purified proKLK7, EDANS-DABCYL substrate fluorescence; 100% is mature enzyme control, 0% vehicle. P49862. activation, % at 7 µM. hit rate 0.9% among 370,000;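 active = activation above the mean of all tested compounds plus 3 SD, computed per campaign excluding outliers beyond control limits, cut at about 13% in these data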
SIAE inh: inhibitors of human sialic acid acetylesterase SIAE | hit rate 0.69% among 370,000 | SIAE FP-Rh probe binding, fluorescence polarization | inhibition, % at 9.66 µM | Q9HAT2;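 active = inhibition above a cutoff: mean of compounds within the control limits plus 3 SD of those, cut at about 17% in these data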;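 also: 0% = plate median of compound wells and 100% = probe without SIAE protein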
MBD2 inh: blocks human MBD2 binding to methylated DNA; hit rate 0.31% among 370,000; inhibition, % at 4.4 µM; Q9UBB5; TR-FRET, MBD2 binding to methylated oligonucleotide; in the data active = inhibition above about 13%
TCR-CD3 inh: human TCR-CD3 binding inhibition; TAMRA-labeled TCR probe fluorescence, biochemical; inhibition, % at 9.4 µM; hit rate 0.37% among 360,000; in the data active = inhibition above about 19%;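 also: recombinant mutant TCR 2C K166C tagged with TAMRA read by polarization; 0% = receptor in buffer alone and 100% = receptor with positive control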
UHRF1 MBD2 ctr: human UHRF1 methylated DNA binding inhibitors; UHRF1 binding to methylated oligo, TR-FRET; inhibition, % at 4.4 µM; hit rate 0.75% among 370,000; AID 687016; in the data active = inhibition above about 21%;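 also: UHRF1 SRA domain binding a hemimethylated CpG hairpin DNA probe; 0% = median of test compound wells and 100% = reference inhibitor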
TDP2 inh: blocks human TDP2 phosphodiesterase activity; O95551; recombinant TDP2, T5PNP hydrolysis, p-nitrophenol absorbance 415 nm; inhibition, % at 12.8 µM; hit rate 0.34% among 370,000;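 active = inhibition above the mean of all tested compounds plus 3 SD, set per campaign, cut at about 25% in these data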;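 also: 0% = DMSO with enzyme and 100% = buffer with substrate but no TDP2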
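Incubation: 2 h at 37 °C; Test system: recombinant human TDP2; Quantity: enzyme 120 nM; Read-out basis: percent inhibition; Medium: 50 mM Tris-HCl pH 7.5 with Mg2+, KCl, DTT, BSA; Repeats: single replicate; Compound: 12.8 µM single point, 1% DMSO; Signal: epi absorbance; Reagent: 5 mM T5PNP chromogenic substrate; Benchmarks: no-enzyme high, DMSO-plus-enzyme low.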
DDE Tn7 FP inh: disrupts Tn7 cyclic peptide binding to fibrin D-Dimer-E complex. inhibition, % at 8.3 µM. hit rate 0.13% among 370,000. AID 720508. P02675. FP displacement of FITC-Tn7 peptide from fibrin DD(E); 0% = median of compound wells per plate;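 active = inhibition above the mean of compounds falling within the control limits plus 3 SD of them, cut at about 14% in these data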;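 also: 0% = plate median of compound wells and 100% = 10 µM Aha-Tn7 peptide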
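Measure: % inhibition scaled between sample-field median and high-control FP; Test system: human fibrin DD(E); Quantity: 2 µM final DD(E) protein; Doses: one dose, 8.3 µM nominal; Schedule: compound with protein 10 min, then 3 h after probe, room temperature; Detection: fluorescence polarization; Medium: Tris buffer with calcium and detergent, pH 7.8.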
LEDGF integ inh: blocks HIV-1 LEDGF/p75-dependent DNA integration; inhibition, % at 3.7 µM; AID 743269; TR-FRET IN-LEDGF/p75 DNA integration, Eu/Cy5; hit rate 0.64% among 370,000;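 active = inhibition above the screen-wide mean plus 3 SD, cut at about 13% in these data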;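 also: signal is the Cy5 over europium emission ratio at 671 and 618 nm; 0% = plate median of compound wells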
PRMT1 FP inh: blocks human protein arginine methyltransferase 1. Q99873. recombinant PRMT1, activity-based probe fluorescence polarization. inhibition, % at 2.79 µM. hit rate 1.3% among 370,000. AID 652257;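 active = inhibition above about 21% made by adding two undisclosed values, limit read from the data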
Target sequence (Q99873 whole entry, looked up): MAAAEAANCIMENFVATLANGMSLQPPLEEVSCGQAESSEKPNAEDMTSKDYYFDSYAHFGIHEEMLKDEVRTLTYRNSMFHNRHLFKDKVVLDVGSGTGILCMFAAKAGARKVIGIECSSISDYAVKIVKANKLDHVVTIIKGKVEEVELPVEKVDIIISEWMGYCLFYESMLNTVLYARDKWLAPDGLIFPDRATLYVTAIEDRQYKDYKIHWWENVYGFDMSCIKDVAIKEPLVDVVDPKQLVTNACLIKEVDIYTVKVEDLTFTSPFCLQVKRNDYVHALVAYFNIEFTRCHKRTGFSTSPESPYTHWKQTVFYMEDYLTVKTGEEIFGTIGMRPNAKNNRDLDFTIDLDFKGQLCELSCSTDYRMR
* = called active by the depositor.

How did O=C(Cc1ccccc1)NC1CCCCN(Cc2ccc(Cl)cc2)C1=O (stereo not given) do in these assays?
Tn6 DDE FP: 1.9; proKLK7 act: -0.5; SIAE inh: -23.0; MBD2 inh: 0.8; UHRF1 MBD2 ctr: 3.0; TDP2 inh: -7.8; DDE Tn7 FP inh: -8.7; LEDGF integ inh: 10.2; PRMT1 FP inh: -1.7

How did Cc1cccc(C)c1NC(=O)COC(=O)/C=C/c1ccc(S(=O)(=O)N2CCOCC2)cc1 do in these assays?
Tn6 DDE FP: 1.9; proKLK7 act: -0.2; SIAE inh: 8.8; MBD2 inh: -6.7; TCR-CD3 inh: -4.0; UHRF1 MBD2 ctr: -0.9; TDP2 inh: 9.5; DDE Tn7 FP inh: 2.2; LEDGF integ inh: -0.8; PRMT1 FP inh: 3.1

How did CCc1ccc2[nH]c(=O)c(CN(Cc3ccc(OC)cc3)Cc3nnnn3CCOC)cc2c1 do in these assays?
Tn6 DDE FP: 5.2; proKLK7 act: 0.2; SIAE inh: -5.2; MBD2 inh: 2.0; TCR-CD3 inh: -3.1; UHRF1 MBD2 ctr: -1.9; TDP2 inh: 0.8; DDE Tn7 FP inh: 2.7; LEDGF integ inh: 3.6; PRMT1 FP inh: 6.8

What do the screens show for `COC(=O)C1=CN(c2ccc(Oc3ccccc3)cc2)C(N)=C(C#N)C1c1ccccc1` (stereo not given)?
Tn6 DDE FP: 3.2; proKLK7 act: -5.8; SIAE inh: 1.9; MBD2 inh: -0.9; TCR-CD3 inh: 9.2; UHRF1 MBD2 ctr: -2.4; TDP2 inh: -5.2; DDE Tn7 FP inh: -1.8; LEDGF integ inh: 1.0; PRMT1 FP inh: -2.6

What do the screens show for `Cn1c(SCc2nc(-c3ccc(Br)cc3)no2)nnc1-c1ccco1`?
Tn6 DDE FP: -4.0; proKLK7 act: 0.4; SIAE inh: 8.7; MBD2 inh: 5.0; TCR-CD3 inh: -5.2; UHRF1 MBD2 ctr: 4.9; TDP2 inh: -2.7; DDE Tn7 FP inh: 3.7; LEDGF integ inh: -1.6; PRMT1 FP inh: -0.1

What do the screens show for `COCCOC(=O)c1c(C)oc2ccc(NS(=O)(=O)c3cccs3)cc12`?
Tn6 DDE FP: -1.9; proKLK7 act: -0.7; SIAE inh: -0.9; MBD2 inh: 1.5; TCR-CD3 inh: 9.7; UHRF1 MBD2 ctr: -1.1; TDP2 inh: -0.9; DDE Tn7 FP inh: -4.8; LEDGF integ inh: 3.5; PRMT1 FP inh: -2.6

What do the screens show for `Cc1ccc(S(N)(=O)=O)cc1NC(=O)C1CC2CCC1C2` (stereo not given)?
Tn6 DDE FP: 11.3; proKLK7 act: 0.4; SIAE inh: -1.2; MBD2 inh: -4.2; TCR-CD3 inh: 0.0; UHRF1 MBD2 ctr: -1.2; TDP2 inh: 7.2; DDE Tn7 FP inh: 0.6; LEDGF integ inh: -1.7; PRMT1 FP inh: 0.2

How did COc1ccc(C)cc1S(=O)(=O)Nc1ccc2c(c1)OCO2 do in these assays?
Tn6 DDE FP: 0.5; proKLK7 act: -0.3; SIAE inh: 1.8; MBD2 inh: -2.8; TCR-CD3 inh: 0.2; UHRF1 MBD2 ctr: -3.3; TDP2 inh: 8.3; DDE Tn7 FP inh: -3.0; LEDGF integ inh: 3.2; PRMT1 FP inh: 0.6

What do the screens show for `C[C@@H]1CN([C@H](C)CO)S(=O)(=O)c2ccc(Br)cc2O[C@@H]1CN(C)C(=O)NC1CCCC1`?
Tn6 DDE FP: -4.6; proKLK7 act: 0.2; SIAE inh: 10.7; MBD2 inh: -2.1; TCR-CD3 inh: 4.3; UHRF1 MBD2 ctr: -0.3; TDP2 inh: 4.0; DDE Tn7 FP inh: -2.7; LEDGF integ inh: -4.9; PRMT1 FP inh: 1.8

How did COCCN(C(=O)COC(=O)CSc1ccccc1)c1c(N)n(Cc2ccccc2)c(=O)[nH]c1=O do in these assays?
Tn6 DDE FP: 1.6; proKLK7 act: 0.5; SIAE inh: 7.4; MBD2 inh: -2.1; TCR-CD3 inh: 1.3; UHRF1 MBD2 ctr: 3.7; TDP2 inh: 2.6; DDE Tn7 FP inh: 7.2; LEDGF integ inh: -0.2; PRMT1 FP inh: 2.7

Results for O=C(CN1c2cccc3cccc(c23)S1(=O)=O)NCCc1ccc(F)cc1 ?
Tn6 DDE FP: -0.9; proKLK7 act: 1.0; SIAE inh: -0.6; MBD2 inh: -0.3; TCR-CD3 inh: -2.5; UHRF1 MBD2 ctr: -2.3; TDP2 inh: -11.3; DDE Tn7 FP inh: -9.5; LEDGF integ inh: 1.3; PRMT1 FP inh: -4.2

Results for CCc1ccc(NC(=O)C2C3C=CC(C4CC34)C2C(=O)O)cc1 (stereo not given) ?
Tn6 DDE FP: 2.9; proKLK7 act: 0.2; SIAE inh: 0.1; MBD2 inh: -1.9; TCR-CD3 inh: 2.0; UHRF1 MBD2 ctr: -1.4; TDP2 inh: 4.5; DDE Tn7 FP inh: -2.1; LEDGF integ inh: 2.4; PRMT1 FP inh: -3.9

Results for CN(C)CCNC(=O)c1cccc(-c2cnc3c(NC=O)cc(-c4cc(F)c(F)c(F)c4)cn23)c1 ?
Tn6 DDE FP: 1.4; proKLK7 act: -0.5; SIAE inh: -4.5; MBD2 inh: 4.5; TCR-CD3 inh: -6.1; UHRF1 MBD2 ctr: -0.4; TDP2 inh: 3.2; DDE Tn7 FP inh: 3.9; LEDGF integ inh: -5.2; PRMT1 FP inh: -0.6

How did Clc1ccc(-c2cc3nc(NCc4cccc(Cl)c4)ccn3n2)cc1 do in these assays?
Tn6 DDE FP: 0.8; proKLK7 act: -4.0; SIAE inh: -23.4; MBD2 inh: -1.8; TCR-CD3 inh: -3.4; UHRF1 MBD2 ctr: -0.8; TDP2 inh: 1.2; DDE Tn7 FP inh: -1.4; LEDGF integ inh: -2.2; PRMT1 FP inh: 1.4

How did O=C(CN1C(=O)NC2(CCCCC2)C1=O)Nc1ccc(Cl)c(S(=O)(=O)N2CCOCC2)c1 do in these assays?
Tn6 DDE FP: 2.9; proKLK7 act: 0.0; SIAE inh: -1.0; MBD2 inh: 2.6; TCR-CD3 inh: -0.2; UHRF1 MBD2 ctr: 5.5; TDP2 inh: 5.4; DDE Tn7 FP inh: -5.1; LEDGF integ inh: 0.1; PRMT1 FP inh: -4.5

How did CN(C)C(=O)C[C@@H]1C=C[C@@H](NC(=O)C2CCC2)[C@@H](CO)O1 do in these assays?
Tn6 DDE FP: 0.0; proKLK7 act: 0.2; SIAE inh: -0.1; MBD2 inh: 3.8; TCR-CD3 inh: -2.4; UHRF1 MBD2 ctr: 0.8; TDP2 inh: 2.7; DDE Tn7 FP inh: -11.3; LEDGF integ inh: -1.0; PRMT1 FP inh: 3.9

How did CSC1=NCCN1C(=O)c1ccc2c(c1)OCO2 do in these assays?
Tn6 DDE FP: -3.2; proKLK7 act: -0.4; SIAE inh: 6.0; MBD2 inh: 1.2; TCR-CD3 inh: 2.7; UHRF1 MBD2 ctr: -1.6; TDP2 inh: 2.7; DDE Tn7 FP inh: 1.6; LEDGF integ inh: 3.4; PRMT1 FP inh: -0.8

How did Cc1nc(-c2ccccn2)nc(N2CCOCC2)c1Cl do in these assays?
Tn6 DDE FP: 3.6; proKLK7 act: -0.3; SIAE inh: -2.2; MBD2 inh: 1.4; TCR-CD3 inh: 8.7; UHRF1 MBD2 ctr: -1.1; TDP2 inh: -3.8; DDE Tn7 FP inh: -11.3; LEDGF integ inh: 4.8; PRMT1 FP inh: -1.1

How did COc1ccc(OC)c(C2/C(=C(/O)c3cnn(-c4ccccc4)c3C)C(=O)C(=O)N2CCN(C)C)c1 (stereo not given) do in these assays?
Tn6 DDE FP: -9.0; proKLK7 act: 0.7; SIAE inh: 4.0; MBD2 inh: -9.2; TCR-CD3 inh: 5.5; UHRF1 MBD2 ctr: -1.3; TDP2 inh: 3.2; DDE Tn7 FP inh: -4.3; LEDGF integ inh: 4.8; PRMT1 FP inh: 0.0

How did CC(=O)c1ccc(NC(=O)CN2CCN(c3ccccc3)CC2)cc1 do in these assays?
Tn6 DDE FP: 5.5; proKLK7 act: -0.4; SIAE inh: 0.9; MBD2 inh: -1.0; TCR-CD3 inh: 1.4; UHRF1 MBD2 ctr: -1.3; TDP2 inh: 6.0; DDE Tn7 FP inh: 4.3; LEDGF integ inh: 1.3; PRMT1 FP inh: -2.8

How did COc1cc(OC)c2c(-c3ccccc3)cc(=O)oc2c1C(CC(=O)N1CCCC1)c1ccc2c(c1)OCO2 (stereo not given) do in these assays?
Tn6 DDE FP: 1.2; proKLK7 act: -2.1; SIAE inh: -2.7; MBD2 inh: -4.3; TCR-CD3 inh: 7.8; UHRF1 MBD2 ctr: 1.7; TDP2 inh: 3.2; DDE Tn7 FP inh: 0.5; LEDGF integ inh: -0.3; PRMT1 FP inh: 0.1

What do the screens show for `NC(=O)C1CCN(C(=O)c2ccc(Cl)c(S(=O)(=O)NCc3ccco3)c2)CC1`?
Tn6 DDE FP: -15.7; proKLK7 act: 0.1; SIAE inh: 4.3; MBD2 inh: 0.8; TCR-CD3 inh: 0.2; UHRF1 MBD2 ctr: -2.0; TDP2 inh: 0.4; DDE Tn7 FP inh: 0.4; LEDGF integ inh: 7.1; PRMT1 FP inh: -3.6

What do the screens show for `N#CCCn1cc(C(=O)Nc2ccc(C(=O)O)cc2)c(-c2cccc(Br)c2)n1`?
Tn6 DDE FP: 3.0; proKLK7 act: 0.7; SIAE inh: 9.3; MBD2 inh: 4.1; TCR-CD3 inh: 2.1; UHRF1 MBD2 ctr: -1.9; TDP2 inh: -9.5; DDE Tn7 FP inh: 5.4; LEDGF integ inh: 1.6; PRMT1 FP inh: -2.7

What do the screens show for `Cc1cc(C)c2oc(C(=O)N(Cc3cccs3)C3CCS(=O)(=O)C3)cc(=O)c2c1` (stereo not given)?
Tn6 DDE FP: -3.0; proKLK7 act: -0.5; SIAE inh: 2.2; MBD2 inh: 5.3; TCR-CD3 inh: -13.0; UHRF1 MBD2 ctr: 2.1; TDP2 inh: 2.5; DDE Tn7 FP inh: 0.1; LEDGF integ inh: -1.8; PRMT1 FP inh: 1.2

Results for COc1ccc(C(=O)OCc2nnc(-c3ccccc3)o2)cc1S(=O)(=O)N1CCOCC1 ?
Tn6 DDE FP: 3.9; proKLK7 act: 0.1; SIAE inh: -3.9; MBD2 inh: -3.3; TCR-CD3 inh: 7.4; UHRF1 MBD2 ctr: 1.2; TDP2 inh: -13.3; DDE Tn7 FP inh: -1.3; LEDGF integ inh: 0.9; PRMT1 FP inh: -5.7

Screening data deposited in PubChem BioAssay by The Scripps Research Institute Molecular Screening Center.
